GSK3beta inhib: inhibitors of human GSK3beta kinase | GST-GSK3beta kinase, ADP-Glo luminescence, 60 min; hits give low values | activity score (negative = inhibition), % at 10 µM | 300,000 tested, 0.038% active | AID 2097;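 active = more than half of replicate wells score below -50%, meaning over 50% inhibition versus plate controls; inconclusive = some replicates but at most half score below -50%; inactive = no replicate scores below -50%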;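 note: 0% = median DMSO wells and -100% = median GW8510 positive control wells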
Target sequence (P49841 whole entry, looked up): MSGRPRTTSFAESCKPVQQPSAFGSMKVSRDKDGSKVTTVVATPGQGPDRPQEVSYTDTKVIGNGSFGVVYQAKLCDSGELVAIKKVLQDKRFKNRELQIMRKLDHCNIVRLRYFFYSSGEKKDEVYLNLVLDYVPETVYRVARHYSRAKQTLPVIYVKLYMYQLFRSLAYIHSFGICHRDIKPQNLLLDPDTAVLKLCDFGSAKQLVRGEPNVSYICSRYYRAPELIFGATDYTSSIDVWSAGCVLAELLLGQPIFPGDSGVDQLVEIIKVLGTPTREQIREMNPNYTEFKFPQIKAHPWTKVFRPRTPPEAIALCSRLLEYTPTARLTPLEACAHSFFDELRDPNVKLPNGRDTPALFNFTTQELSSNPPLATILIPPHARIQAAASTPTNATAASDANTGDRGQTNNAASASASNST
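test system = GST-tagged human GSK3beta kinase, cell-free | reagent = 25 µM ATP with peptide substrate | dosing = one dose of 10 µM per compound | schedule = 60 min reaction, RT | detection = luminescent ADP-Glo measurement of ADP formed | control set = DMSO neutral wells and GW8510 at 20 µM as positive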
KLF5 inh: suppresses KLF5 promoter-driven expression; inhibition, % at 5 µM; AID 1700; DLD-1 KLF5 promoter-luciferase reporter, luminescence; 290,000 tested, 0.23% active;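 active = inhibition above a per-plate limit of that plate's mean compound inhibition plus 3 SD, cut at about 60% in these data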;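 note: 0% = DMSO wells and 100% = LY294002 at 200 µM; higher means less KLF5 promoter-driven luciferase light; inactives centre near -14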
AI-2 QS mod: Vibrio harveyi AI-2 quorum sensing modulation; Vibrio harveyi JMH597 AI-2 luminescence/OD600 ratio, 9 h; hits give low values; strain lacks LuxN and CqsS sensors; 0 = neutral-control median; activity change, % at 7.5 µM; 300,000 tested, 0.4% active; AID 2094; in the data active = activity change below about -75%, passing the limit was not always enough; inconclusive = no clear call, values can overlap the other calls;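 note: luminescence divided by OD600 gain over 9 h not by final OD600 alone; inactives centre near 13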
IEC-6 tox: IEC-6 cytotoxicity, counter-screen for KLF5 inhibitors | AID 1825 | 290,000 tested, 0.78% active | inhibition, % at 5 µM | luminescence viability; in the data active = inhibition above about 22%;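 note: 0% = plate median of test compound wells and 100% = cytotoxic reference compound wells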
HSP90 inh: inhibitors of HSP90 luciferase refolding in rabbit reticulocyte lysate | luciferase refolding luminescence, 3 h | inhibition, % at 5.6 µM | 290,000 tested, 0.91% active | AID 1789;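 active = inhibition above the screen-wide mean plus 3 SD, computed separately per campaign, cut at about 16% in these data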;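 note: 0% = DMSO wells and 100% = 60 µM geldanamycin wells; inhibitors lower the luminescence because luciferase stays unfolded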
HSF-1 act: increases HSF-1 driven luciferase reporter signal; 300,000 tested, 1.7% active; NIH3T3-HGL HSF-1 luciferase reporter, MG132, 8 h; 100% = twice DMSO control signal; activation, % at 9 µM;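 active = mean replicate activation of at least 50% with a set share of replicates each reaching 50%; inconclusive = only one of those two conditions met; inactive = mean below 50% and too few replicates reaching it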;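 note: 0% = median of the neutral control wells and 100% = twice that signal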
aSyn UTR inh: 5' untranslated region of α-synuclein, MLPCN primary screen | alpha-synuclein 5'UTR reporter, inhibitor activity | 300,000 tested, 0.82% active | inhibition, % (tested at 7.5 µM) | AID 1813; in the data active = inhibition above about 60%; inconclusive = no clear call, values can overlap the other calls;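 note: H4 neuroglioblastoma cells stably carrying SNCA 5'UTR luciferase fusion; 0% = DMSO wells and 100% = positive control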
HSF1 inh: HSF1 inhibition | NIH3T3-HGL HSE-luciferase, MG132-induced, luminescence 8 h; hits give low values | AID 2098 | 300,000 tested, 0.77% active | activity change, negative = inhibition, % at 7.5 µM (by protocol);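 active = more than half of replicate wells show activity change below -50%, luminescence cut by over half; inconclusive = some wells, but at most half, below -50%; inactive = no replicate well below -50%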;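 note: luciferase reports HSF-1 transcriptional activity via heat shock element; 0% = median of DMSO wells and -100% = zero luminescence signal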
HIF activator: HIF pathway transcriptional activation; U2OS HRE-luciferase reporter, luminescence; normalized: DMSO 0%, desferrioxamine 100%; activation, % at 7.5 µM (by protocol); 300,000 tested, 0.32% active; AID 1910;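 active = mean activation of at least 10% of the iron chelator positive control signal, with at least half of replicates also reaching 10%; inconclusive = mean and replicate majority disagree about reaching 10%; inactive = mean and most replicates under 10%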
GSK3A inh: inhibitors of human GSK-3 alpha kinase | P49840 | AID 2650 | inhibition, % at 10 µM | ADP-Glo luminescence, 60 min | 320,000 tested, 0.1% active;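 in the data active = inhibition above about 50%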;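 note: GST-tagged GSK-3 alpha with peptide substrate and 25 µM ATP; 0% = DMSO neutral wells and 100% = GW8510 positive control wells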
Target sequence (P49840 whole entry, looked up): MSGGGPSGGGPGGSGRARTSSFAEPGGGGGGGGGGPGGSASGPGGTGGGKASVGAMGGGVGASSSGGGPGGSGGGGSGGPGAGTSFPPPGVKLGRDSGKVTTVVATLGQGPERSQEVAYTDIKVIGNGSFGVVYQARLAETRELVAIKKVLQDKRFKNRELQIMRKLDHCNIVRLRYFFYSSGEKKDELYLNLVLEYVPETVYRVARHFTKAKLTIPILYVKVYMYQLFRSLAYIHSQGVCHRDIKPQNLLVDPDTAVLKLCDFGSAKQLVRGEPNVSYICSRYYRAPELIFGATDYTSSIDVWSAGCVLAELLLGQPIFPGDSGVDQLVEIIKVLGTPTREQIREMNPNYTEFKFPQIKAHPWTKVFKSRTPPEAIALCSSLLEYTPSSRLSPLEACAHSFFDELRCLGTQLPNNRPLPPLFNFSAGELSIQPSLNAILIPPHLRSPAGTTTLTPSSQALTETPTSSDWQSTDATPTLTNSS
Numbers without * were called inactive; u = inconclusive; x = no result given. Hits appear at their usual frequency. About 4.7% of those tested had a hit in this group.

Start of the data: the first 2 entries as a preview:
SMILES | GSK3beta inhib | KLF5 inh | AI-2 QS mod | IEC-6 tox | HSP90 inh | HSF-1 act | aSyn UTR inh | HSF1 inh | HIF activator | GSK3A inh
COc1ccc(-c2noc(-c3ccccc3C(=O)NCC3CCCO3)n2)cc1 (centres undefined) | -1 | -10 | 22 | -1 | -3 | x | x | x | x | -1
CC1CCCC(C)N1C(=O)Cn1c(SCC(=O)Nc2ccc3c(c2)OCO3)nc2ccccc21 (centres undefined) | -7 | -3 | -3 | 3 | 9 | -4 | 10 | -2 | x | -1

Main list, from the start:
SMILES | GSK3beta inhib | KLF5 inh | AI-2 QS mod | IEC-6 tox | HSP90 inh | HSF-1 act | aSyn UTR inh | HSF1 inh | HIF activator | GSK3A inh
COc1ccc(-c2noc(-c3ccccc3C(=O)NCC3CCCO3)n2)cc1 (centres undefined) | -1 | -10 | 22 | -1 | -3 | x | x | x | x | -1
CC1CCCC(C)N1C(=O)Cn1c(SCC(=O)Nc2ccc3c(c2)OCO3)nc2ccccc21 (centres undefined) | -7 | -3 | -3 | 3 | 9 | -4 | 10 | -2 | x | -1
CCC(=O)c1ccc(OCC(=O)OCC(=O)NCCCc2ccccc2)cc1 | 0 | x | 16 | x | x | -3 | 0 | -3 | -0.4 | -1
CC[C@H](C)C(C(=O)N1CCN(C(=O)OC(C)(C)C)CC1)n1cc(C(CO)NC(=O)OC(C)(C)C)nn1 (some centres undefined) | -3 | -24 | 11 | 0 | 0 | 3 | 3 | -1 | -0.1 | 2
CCCc1cc(=O)[nH]c(SCCOc2ccc(OCC)cc2)n1 | -26 | -24 | 11 | -3 | 3 | -6 | 7 | -4 | -0.5 | -2
COc1cccc(NC(=O)CS(=O)(=O)c2cn(CC(=O)N3CCOCC3)c3ccccc23)c1 | -2 | 2 | -4 | -3 | -1 | x | -5 | x | x | -3
Cc1c(Br)cc(C(=O)OC2CCN(C)CC2)c(C)c1C | -1 | -20 | 25 | 9 | 11 | -13 | 18 | -8 | -0.8 | 1
Cc1nc(N2N=C3/C(=C/c4ccc(F)cc4)CCCC3C2c2ccc(F)cc2)sc1C(=O)N(C)C (centres undefined) | 1 | 5 | 14 | 3 | -1 | 17 | -34 | 7 | -0.3 | x
CCN1C(=O)/C(=C2\C=Cc3ccccc3N2CC)SC1=S | 0 | -7 | -5 | -1 | -4 | 13 | -56 | 9 | 0.2 | 3
Cc1cc(-c2[nH]nc3c2C(c2cccc(O)c2)C(C#N)=C(N)O3)c(C)s1 (centres undefined) | -46 | -21 | 32 | 0 | -4 | 5 | 10 | 9 | -0.7 | 29
CSc1ccccc1NC(=O)Nc1ccccc1Cl | 1 | -8 | 25 | 6 | -3 | -4 | -29 | -2 | 0.6 | 0
O=C(Nc1ccccc1O)c1cc2cc(Br)ccc2oc1=O | -1 | -165 | -7 | 3 | 17* | 33 | -124 | 16 | 4.4 | -2
O=C(Nc1nc2ccc(F)cc2s1)C1=COCCO1 | -13 | x | -6 | x | x | -9 | 57 | -8 | -1.9 | 8
CC(C)(C)n1ncc2c(=O)n(CC(=O)Nc3ccc4c(c3)OCCO4)cnc21 | -1 | -34 | 2 | -5 | 2 | 4 | -1 | -2 | 0.0 | 2
O=C(O)c1cccc2c1-c1ccccc1/C2=N\Nc1ccccc1 | 1 | -130 | 33 | 7 | 2 | -23 | -83 | -6 | -0.2 | -1
CN1CCN(CCNC(=O)Nc2ccc([N+](=O)[O-])cc2)CC1 | -5 | -7 | 3 | 7 | 1 | 45 | -4 | 6 | -21 | 0
COc1ccc(S(=O)(=O)N2CCCC2CNC(=O)C(=O)Nc2ccc(C)cc2)cc1 (centres undefined) | 4 | x | 12 | x | x | -6 | 14 | 2 | -0.1 | 0
CCOc1ccccc1CN1CCN(Cc2cc3ccccc3[nH]2)CC1CCO (centres undefined) | 0 | -17 | 4 | 0 | -2 | -30 | -28 | -21 | -1.5 | 0
Cn1c(SCC(=O)N2c3ccccc3Sc3ccc(Cl)cc32)nnc1-c1ccco1 | x | -8 | x | -5 | 5 | x | x | x | x | -2
Clc1ccc(CN2CCN(/N=C/c3ccco3)CC2)cc1 | 2 | -24 | 17 | -2 | -4 | 39 | -26 | 16 | 0.5 | -4
CCN(CC(=O)Nc1ccc(OC)cc1)C(=O)c1ccccc1Sc1ccccc1C#N | 0 | x | 18 | x | x | -2 | 7 | 3 | 0.6 | 0
Cc1cc(C)n2nc(SCn3nnc4ccccc4c3=O)nc2n1 | 1 | -6 | 21 | 4 | 1 | 1 | 10 | -1 | -0.1 | -1
CCn1c(CNC(=O)c2ccco2)nnc1SCC(=O)c1ccccc1 | 2 | -30 | 26 | 3 | 3 | 8 | 23 | -7 | -0.2 | -2
Cc1sc2cc3c(c(C(=O)c4ccccc4)[n+]2c1C)-c1cccc2cccc-3c12 | -10 | -1 | 40 | 6 | 3 | -38 | 37 | -44 | 11* | 15
Cc1cc(=O)oc2cc(OCC(O)CN3CCN(c4ccc(F)cc4)CC3)ccc12 (centres undefined) | 0 | -5 | 3 | 3 | -1 | -1 | 12 | -5 | -0.3 | -2
O=C(COc1ccccc1-c1ccccc1)N/N=C/c1ccncc1 | -3 | 3 | 12 | 2 | -1 | 5 | 19 | 3 | -0.3 | 6
Cc1ccc(/C=C/C(O)=C2/C(=O)N(C)C3(C)CC2c2ccccc2O3)cc1 (centres undefined) | -2 | 2 | 13 | 3 | 4 | 38 | -36 | 7 | 0.4 | 2
CCOC(=O)C1CCN(c2nc3cc(OC)ccc3cc2C#N)CC1 | 4 | -13 | 3 | -2 | 0 | -19 | -1 | 0 | 0.1 | 1
Cc1[nH]n(C2=NCCS2)c(=O)c1N=Nc1cccc(C(F)(F)F)c1 | 1 | -27 | 61 | -8 | 3 | -32 | 67* | -24 | -0.2 | -1
C/C(N)=C(/C#N)C(=O)CSc1nnnn1-c1ccccc1 | 3 | -8 | 28 | -6 | -2 | 8 | 15 | -1 | 0.4 | 0
COc1cnc(-c2ccccn2)nc1NC(C)C | 4 | -25 | 22 | 11 | 2 | -35 | 98* | -29 | 178* | -8
O=C(Cn1nc(C(=O)O)c2ccccc2c1=O)Nc1ccc(Br)cc1 | -2 | -1 | 10 | 0 | -1 | 3 | 10 | 3 | -1.8 | -4
Cc1ccc(S(=O)(=O)C2(C(=O)NC3CCCC3)CC2)cc1 | -1 | -8 | 15 | 4 | 2 | -1 | 8 | 1 | 0.2 | -2
COc1ccc(S(=O)(=O)CC(=O)Nc2ccccc2Cl)cc1 | 0 | -12 | 9 | 1 | 5 | 9 | 4 | -2 | -0.1 | 1
S=C1NCCOCCOCCOCCNC(=S)NCCOCCOCCOCCN1 | 1 | -15 | 16 | 0 | 2 | 6 | 0 | -3 | -0.3 | -1
Nc1c(NCCN2CCOCC2)c2ccccc2oc1=O | -2 | 9 | 47 | 1 | 0 | 7 | -1 | 1 | -0.1 | 5
CCSc1nc2sc3c(c2c(=O)n1CC)CC(C)(C)OC3 | 3 | 3 | 11 | 2 | 3 | -9 | 14 | -8 | -0.3 | -6
CCS(=O)(=O)c1nc(S(=O)(=O)c2ccc(Cl)cc2)c(N2CCC(C(N)=O)CC2)s1 | 2 | -30 | -4 | 3 | 4 | -4 | 25 | -1 | -1.0 | -3
CC(=O)Nc1ccc(C(=O)NC(CC(=O)O)c2ccc(Cl)cc2)cc1 (centres undefined) | -2 | -28 | 4 | 3 | 0 | 8 | 14 | 4 | -0.1 | 0
Cc1c(C(=O)NCC2CCCO2)sc2nc(-c3ccccc3)cn12 (centres undefined) | 1 | -44 | 20 | 8 | 1 | -5 | -102 | 8 | 2.5 | 0
COc1ccccc1OCCNC(=O)c1ccc(C)c(S(=O)(=O)N2CCOCC2)c1 | 3 | x | -6 | x | x | 17 | -8 | 11 | 0.1 | -4
CN1CCN(C(=S)Nc2cc(S(=O)(=O)N3CCOCC3)ccc2Cl)CC1 | 1 | -6 | 13 | 1 | 2 | -7 | 4 | 7 | -0.1 | -1
Clc1ccc2c(c1)C=Nc1c(NCc3ccccc3)ncnc1O2 | 2 | -1 | 16 | -1 | 0 | -8 | 12 | -7 | 0.9 | -3
O=C(NCCC1=CCCCC1)c1ccc(F)cc1 | 3 | -155 | -31 | 3 | 38* | 43 | 38 | 6 | -1.3 | x
O=C1C2CC=CCC2C(=O)N1Cc1ccccc1 (centres undefined) | -3 | -17 | -1 | -12 | 3 | -6 | -7 | -2 | 0.1 | -1
C=CCn1c(C)c(C(C)=O)c(N2CCN(C(c3ccccc3)c3ccccc3)CC2)nc1=S | -1 | -23 | 17 | -2 | 2 | 3 | -6 | -7 | 0.1 | -2
CCc1c(C)nc2ncnn2c1NCCc1ccc(Cl)cc1 | 1 | -16 | 18 | 7 | 1 | 14 | 12 | 0 | -1.5 | 0
COc1ccc(S(=O)(=O)NNC(=O)c2sccc2-n2cccc2)cc1 | 2 | -1 | 19 | 2 | -2 | -3 | -23 | 11 | 0.5 | 1
COc1ccc(C(=O)N(Cc2ccccc2)c2cccc(C)c2)cc1 | 0 | -35 | 7 | 2 | -1 | 8 | -31 | 8 | 1.6 | x
Cc1ccnc(N=Cc2c(O)ccc3oc4c(c23)CCCC4)c1 | x | -36 | x | -6 | -5 | x | x | x | x | 0
CCCCOc1cccc(C(=O)Nc2ccc(S(=O)(=O)Nc3nnc(CC)s3)cc2)c1 | -1 | 18 | 28 | -3 | -5 | 2 | 5 | 11 | -0.6 | -8
Cc1cc(CN(C)C(=O)c2ccc3nc(Cc4ccccc4F)oc3c2)on1 | 7 | -103 | -19 | -7 | -3 | 34 | -62 | 13 | 2.8 | 2
CC(=O)O[C@H]1C[C@@]2(O)[C@@H](OC(=O)c3ccccc3)C3[C@@](C)([C@@H](O)C[C@H]4OC[C@@]34OC(C)=O)[C@@H](O)[C@H](OC(C)=O)C(=C1C)C2(C)C (some centres undefined) | -3 | -13 | 20 | -2 | 2 | -5 | 32 | 1 | 0.3 | -2
CCc1ccc(NC(=O)C(C)Oc2nnc(-c3cccs3)c(-c3cccs3)n2)cc1 (centres undefined) | 0 | -23 | 25 | -2 | 6 | 18 | 13 | 8 | 0.2 | 0
CN(C)c1cccc2c1c(NC(=O)Nc1ccc(F)cc1F)nn2C | 2 | -10 | 23 | 4 | 3 | 11 | 19 | 6 | 0.1 | -1
COc1cc(/C=N/S(=O)(=O)CCc2ccccc2)cc(OC)c1O | -1 | -19 | 32 | -2 | 0 | 29 | 20 | 4 | -0.2 | x
O=C(Nc1ccc(F)cc1)N1CCC(c2nc3c(nnn3Cc3ccccc3Cl)c(=O)[nH]2)CC1 | 2 | -35 | 31 | -7 | 0 | u | -8 | 31 | -0.2 | -1
O=C(NCc1ccc2c(c1)OCO2)C1CCN(c2ccc(S(=O)(=O)N3CCCC3)cc2)CC1 | 0 | -16 | -62 | -4 | 10 | -11 | 4 | 7 | 0.2 | -4

Screens (PubChem BioAssay)
